CAL PDZ FP-1 – CAL PDZ (human) peptide binding inhibition; inhibition, % at 24.9 µM; purified CAL PDZ, TMR-peptide fluorescence polarization, 1 h; 0.92% of 300,000 active; AID 602252;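 active means mean inhibition of at least 30% with at least half of replicates also reaching 30%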;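 further: 0% = DMSO neutral control and 100% = excess unlabeled competitor peptide PRC23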
V-ATPase pH – yeast V-ATPase proton transport regulation by pHLuorin; S. cerevisiae, pHLuorin cytosolic pH fluorescence; response, % at 10 µM; 0.37% of 350,000 active; AID 504577; in the data active means response mostly above about 7.3%, no sharp cut-off; inactive means mostly below about 5.4%; further: actives read high; inactives centre near 0; some compounds called inactive have numbers as strong as hits; reference of the scale not given here
CAL PDZ FP-2 – human CAL PDZ-peptide interaction inhibition. inhibition, % at 20 µM. AID 504414. purified CAL PDZ, TMR-peptide fluorescence polarization, 1 h. Q9HD26. 0.02% of 330,000 active;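 active means highest replicate inhibition of at least 40%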;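 further: plate controls were DMSO neutral control wells for no effect and unlabeled competitor peptide control wells for full effect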
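System: purified tagged CAL PDZ domain construct (CerCALP). Schedule: 1 h incubation at room temperature before polarization reading. Medium: 25 mM sodium phosphate pH 7.4, 150 mM NaCl, TCEP, IgG, Thesit. Read-out: percent inhibition from loss of millipolarization. Measured by: FP readout, S and P plane fluorescence. Probe or stimulus: fluorescent TMR peptide probe.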
dFosB activator – activators of mouse delta FosB homodimer | P13346 | purified delta FosB, TAMRA-CDK5 oligo fluorescence polarization; percent of positive-control signal above neutral wells | activation, % at 25 µM | 0.99% of 340,000 active | AID 493131;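 active means mean activation above about 17%, with every replicate also reaching it, limit read from the data, passing the limit was not always enough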;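 further: fluorescence polarization rise as delta FosB binds a TAMRA Cdk5 AP-1 oligo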
RTF Ca sens act – cardiac RTF calcium sensitization | AID 493008 | 0.24% of 340,000 active | activation, % at 7.2 µM | P19429+P45379 | IANBD-labeled TnC RTF fluorescence at EC20 calcium; 0% EC20 calcium, 100% full calcium;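 active means activation above the mean over all tested compounds plus 3 SD, cut at about 30% in these data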;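 further: rise in fluorescence read as greater calcium sensitivity of cardiac thin filaments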
CDK5 p35 inh – CDK5/p35 (human) kinase inhibition; Q00535+Q15078; Recombinant CDK5/p35, ADP-Glo luminescence, 60 min; inhibition, % at 10 µM; 0.01% of 330,000 active; AID 488839;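 active means highest replicate inhibition of at least 50% and at least 75% of replicates reaching 50%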;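 further: plate controls were DMSO neutral control for no effect and GW8510 at 10 µM for full effect; many of its hits are not listed in these tables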
Target sequence (Q00535 whole entry, looked up): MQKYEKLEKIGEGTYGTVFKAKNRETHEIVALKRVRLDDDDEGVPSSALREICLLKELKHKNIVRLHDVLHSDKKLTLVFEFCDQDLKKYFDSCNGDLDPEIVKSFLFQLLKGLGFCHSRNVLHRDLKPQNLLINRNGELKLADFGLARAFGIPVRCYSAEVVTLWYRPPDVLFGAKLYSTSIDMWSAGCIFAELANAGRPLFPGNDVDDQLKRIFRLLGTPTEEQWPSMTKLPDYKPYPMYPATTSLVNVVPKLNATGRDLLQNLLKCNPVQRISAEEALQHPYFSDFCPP
Target sequence (Q15078 whole entry, looked up): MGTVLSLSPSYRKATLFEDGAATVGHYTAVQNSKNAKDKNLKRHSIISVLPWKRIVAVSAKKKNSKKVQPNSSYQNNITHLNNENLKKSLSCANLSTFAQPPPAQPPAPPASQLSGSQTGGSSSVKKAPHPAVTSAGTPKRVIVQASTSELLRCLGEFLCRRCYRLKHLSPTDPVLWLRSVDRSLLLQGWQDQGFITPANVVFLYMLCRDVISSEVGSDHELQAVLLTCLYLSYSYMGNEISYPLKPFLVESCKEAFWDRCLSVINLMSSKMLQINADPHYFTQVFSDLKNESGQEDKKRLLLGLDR
Tat export inh – E. coli Tat transport inhibition; E. coli MC4100 TorA-mCherry Tat export, fluorescence; inhibition, % at 10 µM; 0.036% of 340,000 active; AID 488895;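 active means mean replicate inhibition at least 50% and at least half of replicates individually reaching 50%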;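 further: exported cargo escapes ClpAP degradation while cytoplasmic cargo is degraded and loses fluorescence; 0% = median of neutral control wells and 100% = median of NaSCN control wells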
Rtt109 Vps75 – C. albicans Rtt109 histone acetyltransferase inhibition. Q5AAJ8. purified Rtt109/Vps75, ThioGlo CoA-SH fluorescence, 4 h. inhibition, % at 34.9 µM. 0.16% of 330,000 active. AID 540336;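 active means inhibition of at least 50% in every replicate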
Target sequence (Q5AAJ8 whole entry, looked up): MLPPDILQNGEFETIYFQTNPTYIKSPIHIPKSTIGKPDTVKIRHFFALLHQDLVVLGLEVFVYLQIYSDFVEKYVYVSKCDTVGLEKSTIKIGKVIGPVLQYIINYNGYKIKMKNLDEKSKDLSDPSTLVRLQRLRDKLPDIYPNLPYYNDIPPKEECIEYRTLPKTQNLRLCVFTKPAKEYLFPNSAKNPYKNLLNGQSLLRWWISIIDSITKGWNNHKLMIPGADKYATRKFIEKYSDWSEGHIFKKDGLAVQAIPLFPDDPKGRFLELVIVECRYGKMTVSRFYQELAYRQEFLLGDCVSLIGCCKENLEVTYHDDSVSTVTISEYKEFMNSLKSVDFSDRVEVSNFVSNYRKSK
MITF TRPM1 HTS – activators of MITF-driven TRPM1 promoter activity in SK-MEL-5 cells. SK-MEL-5 TRPM1-promoter luciferase, 24 h; % of positive control, neutral wells = 0. activation, % at 12.5 µM. 0.75% of 300,000 active. AID 588334;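 active means mean activation of at least 80% with every replicate also reaching 80%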;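 further: 0% = neutral control wells and 100% = parthenolide positive control wells; values of inactives mirror those of a sister screen read the other way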
Wnt bcat act – activators of Wnt/beta-catenin signaling; AID 743398; activation, % at 9.35 µM; 1.2% of 300,000 active; Wnt/beta-catenin reporter cell assay, activator, plate reader; in the data active means activation above about 30%, passing the limit was not always enough;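 further: 0% = neutral control wells and 100% = positive control wells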
The depositor's hits bear a star; · = no result given.

smiles,dFosB activator,CDK5 p35 inh,CAL PDZ FP-2,MITF TRPM1 HTS,V-ATPase pH,RTF Ca sens act,Rtt109 Vps75,Tat export inh,Wnt bcat act,CAL PDZ FP-1
CCN(C(=O)Cc1c(C(=O)O)n(C)c2ccccc12)c1cc(OC)ccc1OC,-14,0.8,-1.2,-1,-3,8,5,9,1,-1
O=c1[nH]c(CN2CCCCC2)nc2c1C1(CCCCC1)Cc1ccccc1-2,0,1.8,0.3,·,2,-2,7,0,-1,·
O=C(O)Cc1sc(N/N=C\c2ccccc2)nc1-c1ccccc1,-10,-0.1,-2.3,5,-4,-4,-3,1,-7,-12
CC1(C)CC(=O)C(C=NCCN2CCNCC2)=C(O)C1,5,0.1,-0.4,-9,-2,-3,-12,-5,-2,4
CCOC(=O)[C@H]1[C@H]2COc3ccc(Br)cc3[C@@H]2N2C(=O)CN(Cc3ccccc3)C(=O)[C@@]12C,-9,2.5,-0.6,11,-2,-1,-3,0,-6,-4
CCOc1ccccc1N1CCN(c2nc3ccccc3nc2C(C#N)C(=O)OC(C)C)CC1 (stereo not given),-5,2.9,-1.0,1,-9,6,·,14,-7,-2
CN(C)C(=O)c1cnc(Sc2ncc(C(F)(F)F)cc2Cl)n1C,-6,1.0,·,-14,-1,-2,8,-7,·,-1
O=C(NN1CCOCC1)c1sc2cccc(F)c2c1Cl,-3,-1.2,5.8,-6,3,-4,-9,3,-2,-1
COc1ccc2cc(-c3ccn[nH]3)ccc2c1,-3,1.0,-2.2,35,2,7,-8,-10,35*,-3
CC(=O)c1ccc(-c2ccc(C(=O)NCC(c3ccc(F)cc3)N3CCOCC3)o2)cc1 (stereo not given),-20,-2.6,-4.7,11,2,-2,-4,3,6,142*
CCN(Cc1ccccc1)C(=O)Cn1c(=O)n(CC(=O)NCc2ccco2)c(=O)c2sccc21,-2,-1.4,-0.8,·,1,2,4,1,-4,-1
Cc1cc(C)nc(SCC(=O)Nn2cnnc2)n1,-4,0.9,0.4,·,2,-2,5,-9,·,·
CCOc1ccc(-n2c(=O)cc(N3CCN(c4ccc(F)cc4)CC3)[nH]c2=O)cc1,-5,0.4,-2.7,-15,·,16,9,-9,·,-3
COc1ccc(OCC(=O)N2CCN(C(=O)c3ccco3)CC2)cc1,-2,-0.8,-2.9,-6,-1,5,1,3,2,-3
CCN1C(=O)/C(=C/c2ccc(C)o2)N(C)C1=S,-5,0.3,-0.5,13,1,-2,-12,3,·,-3
COc1ccc(Cl)cc1NC(=O)CN1CCC(n2nnc3ccccc32)CC1,-1,·,-1.1,-3,-3,5,-3,3,-2,-1
Cc1ccccc1-n1c(O)c(C=NC2CCS(=O)(=O)C2)c2ccccc2c1=O (stereo not given),-2,-0.3,0.2,-10,2,4,6,1,5,-3
N#Cc1c(NC(=O)C(=O)NCCCN2CCOCC2)sc2c1CCC2,-1,·,-2.5,-8,3,-2,-2,9,0,0
COc1ccc2cc(C=NS(=O)(=O)c3ccc(C)cc3)n(C)c2c1,-2,3.7,-0.4,10,-3,-7,-5,-4,0,-1
CCc1ccccc1NC(=O)Cn1nnc(C(=O)NCc2cccc(OC)c2)c1N,9,-0.1,-3.1,-8,-1,-1,-10,-6,-5,-1
O=C(Nc1ccc2oc(-c3ccncc3)nc2c1)c1ccc2c(c1)OCO2,-7,0.0,-1.0,3,1,1,6,-4,-5,-3
COc1ccc(S(=O)(=O)N2CCCCCC2)cc1NC(=O)CCc1cc(OC)c(OC)c(OC)c1,-3,0.0,1.1,-5,8,-2,-19,6,-3,-7
C[C@@H]1CCCCCCCCCCC1=O,0,-2.9,-2.4,-6,-2,-1,-4,-7,0,1
CC(C)c1ccc(C(=O)COC(=O)C(O)c2ccccc2)cc1 (stereo not given),0,0.5,-0.9,6,2,3,-16,2,-3,-7
COc1ccccc1-n1cnc2cc(NC(C)=O)ccc21,-5,1.5,·,1,-2,3,-8,-7,·,-6
CCOC(=O)N1CCN(c2nc(-c3ccc(Cl)cc3)cs2)CC1,5,2.4,-0.2,17,1,1,4,-6,·,0
COc1ccc(CCNc2nc(-c3ccncc3)cs2)cc1OC,-10,0.5,-0.2,17,-2,-5,-4,-2,6,·
Cc1ccc(NC(=O)CCN2CCC(C(N)=O)CC2)cc1,-4,-1.0,-1.5,-1,-6,-1,1,1,1,2
COc1ccc(OCC(=O)Nc2ccc3oc(=O)ccc3c2)cc1,-5,-2.1,-1.6,7,2,1,0,9,3,0
O=C(NCc1ccco1)c1cc2sccc2n1Cc1ccccc1,-12,0.1,·,20,-7,-6,-5,15,·,-5
CN(Cc1ccccc1Cl)C(=O)C1CCC(=O)N(C2CCCCCC2)C1 (stereo not given),-3,-0.1,-2.8,-2,-5,4,-5,-1,-3,0
CCOC(=O)C1(C)Oc2cccnc2NC1=O (stereo not given),0,1.0,0.1,3,-1,1,-6,-3,-1,-3
CC(=O)NCCc1c[nH]c2ccc(OCC(O)CNC(C)(C)C)cc12 (stereo not given),3,-1.0,1.3,-6,7,2,-4,-10,-2,-3
S=C(Nc1cc(Cl)cc(Cl)c1)N1CCCC1,11,-0.3,-1.1,-3,-4,3,6,-8,0,-19
Cc1cccc(-n2c(SCC(=O)N3CC(=O)Nc4ccccc43)nc3ccccc3c2=O)c1,-9,1.5,-2.6,6,1,-3,-2,-2,0,3
Cc1cc(C)cc(N(C(C)C(=O)NCc2ccc3c(c2)OCO3)S(C)(=O)=O)c1 (stereo not given),-9,0.3,0.7,0,-1,2,-2,-8,1,-3
CC(NC(=O)CSc1n[nH]c(=O)[nH]c1=O)C1CC2CCC1C2 (stereo not given),4,0.2,0.5,-9,-1,-1,-13,4,-1,1
CCN(Cc1nc2cc(OC)c(OC)cc2c(=O)[nH]1)C(=O)c1ccc(S(=O)(=O)N(C)C)cc1,3,-0.8,-0.8,-7,3,-13,3,4,·,-4
CCOc1cc(/C=C2/NC(=S)NC2=O)ccc1OCc1ccc([N+](=O)[O-])cc1,2,-0.1,-0.1,-63,1,3,-11,-2,·,-5
Cc1ccc(NC(=O)c2c(F)cccc2Cl)cc1S(=O)(=O)N1CCOCC1,-11,-1.7,-1.1,0,-1,2,-9,0,-3,·
COC(=O)c1ccc(NC(=O)CSc2nc3ccccc3c(=O)[nH]2)cc1,2,-1.8,-1.2,-7,0,0,9,-4,-5,-1
CC1OC1c1ccc(-c2ccc(C3OC3C)cc2)cc1 (stereo not given),-7,0.1,-1.0,90*,1,-5,3,1,18,-2
CCn1c(=N)n(CC(=O)c2cccc([N+](=O)[O-])c2)c2ccccc21,4,1.3,0.1,61,0,-1,-6,1,2,1
O=C(N=Nc1c(O)[nH]c2ccc(F)cc12)C1COc2ccccc2O1 (stereo not given),0,-2.4,-0.2,-1,-4,-3,-16,-5,-2,-4
Cc1ccc(NC(=O)CSCc2cc(=O)n3cc(C)sc3n2)cc1,0,-3.1,0.7,-6,2,2,3,6,2,-5
O=C(Cn1c(-c2cscn2)nc2ccccc21)Nc1ccccc1F,-8,-1.0,0.0,-6,-1,4,-4,10,·,·
Cc1nc2cc(OCc3cc(C(=O)NC(C)c4cnn(C)c4)no3)ccc2s1 (stereo not given),-13,-5.2,-2.5,30,-2,4,0,-4,5,1
Cc1cc(=O)[nH]c(SCc2nnnn2-c2ccc(Cl)cc2)n1,-9,0.3,-8.4,-3,3,1,-37,-6,-3,-9
CC[C@H](C)[C@H](NC(N)=O)C(=O)Nc1ccc2c(c1)OCO2,-11,-1.7,-0.2,11,1,2,-8,-8,0,-1
COC(=O)c1ccn(Cc2ccccc2Cl)n1,-7,2.7,-0.8,46,4,4,3,6,6,-2
COc1ccc(NC(=O)C2C(=O)NC3(C)CC2c2ccccc2O3)cc1 (stereo not given),-3,1.1,-1.3,8,3,-1,-4,-11,·,-3
Cc1cccc(OCCOCCN2CCOCC2)c1C,-4,-1.7,-2.0,-11,-1,-2,2,0,·,-1
Cc1ccc(C2(C)NC(=O)N(CC(=O)NCc3ccccc3Cl)C2=O)cc1 (stereo not given),-7,0.4,-0.8,-5,-2,2,-1,-3,-2,-3
O=C(O)CSCc1ccc(Cl)cc1,-3,1.1,-1.2,-1,3,-3,7,-5,·,0
O=C(NCC1(N2CCOCC2)CCCCC1)c1cccc(S(=O)(=O)Nc2ccc(F)cc2)c1,-7,-0.3,-1.5,0,1,-2,19,-2,-2,-2
CCOC(=O)c1cn(-c2ccc([N+](=O)[O-])cc2)c2cc(Cl)c([N+](=O)[O-])cc2c1=O,0,-1.8,0.0,-14,-2,8,3,-3,0,-2
Cc1nn2c(NCC(C)C)c3c(nc2c1-c1ccccc1)CCC3,-1,-1.2,0.9,13,-2,-3,-3,-6,·,-6
COc1cc(NC(=O)COC(=O)CNC(=O)c2ccc(C)s2)cc(OC)c1,-2,-1.7,-0.5,-1,0,·,21,-2,1,-1
Cc1cccc(N(CC(=O)N/N=C/c2cc([N+](=O)[O-])ccc2Cl)S(C)(=O)=O)c1C,-9,-0.7,-0.8,2,-2,0,6,8,·,-2
N#Cc1c2nc3ccccc3nc2n2cc(NC(=O)c3ccc(F)cc3)ccc12,-27,2.7,-2.9,-61,-5,10,15,19,0,0

New compounds follow.
smiles,dFosB activator,CDK5 p35 inh,CAL PDZ FP-2,MITF TRPM1 HTS,V-ATPase pH,RTF Ca sens act,Rtt109 Vps75,Tat export inh,Wnt bcat act,CAL PDZ FP-1
CCc1ccc(CNC(=O)C2CCN(S(=O)(=O)N3CCC4(CC3)OCCO4)CC2)cc1,-3,2.0,-2.2,-3,-2,-8,7,8,0,-2
COC(=O)CSc1ncnc2c1sc1nc(N3CCOCC3)c3c(c12)CCCC3,-3,0.4,-1.8,16,-1,7,-9,19,1,-3
Nc1cc(C(=O)OCC(=O)N2CCC(Cc3ccccc3)CC2)ccc1Cl,-4,-0.6,-0.2,4,4,-5,-6,9,1,0
CCN(CC)c1ccc(/C=N/N2CCN(Cc3ccccc3)CC2)cc1,-4,-0.5,0.4,6,-2,-2,3,6,-1,0
O=Cc1c(NC2CCCCC2)c2ccccc2[nH]c1=O,-16,1.1,·,-4,4,0,5,-3,0,0
O=C(CN(c1ccccc1)S(=O)(=O)c1ccccc1)Nc1ccccc1C(=O)NCc1ccco1,-3,-2.3,-1.8,-2,0,0,-13,2,0,-2
Cc1c(C(N)=O)sc2ncn(CC(=O)OC(C)C)c(=O)c12,0,1.2,·,4,-5,-4,-7,-5,·,-5
COc1ccc(NC(=O)c2ccc(-c3ccc([N+](=O)[O-])cc3)o2)cc1OC,-14,-3.5,0.5,6,-3,-3,0,6,-1,4
